12-LOX inh = Primary qHTS assay for inhibitors of human arachidonate 12S-lipoxygenase (ALOX12): Round 2; 580,000 tested, 1.1% active; Polyunsaturated fatty acid lipoxygenase ALOX12 (Homo sapiens), P18054; AID 1671190, 2021; Potency, µM (series often up to 108 µM), for the others: at the top dose activity change, negative = inhibition, usual class: inhibitors; purified 12hLO, xylenol orange hydroperoxide absorbance; active = well fitted inhibition curve with a large enough effect; inconclusive = small, poorly fitted or top-dose-only effect, or another doubt; inactive = no such curve, though single readings can be large or run the other way
Target sequence (P18054 whole entry, looked up): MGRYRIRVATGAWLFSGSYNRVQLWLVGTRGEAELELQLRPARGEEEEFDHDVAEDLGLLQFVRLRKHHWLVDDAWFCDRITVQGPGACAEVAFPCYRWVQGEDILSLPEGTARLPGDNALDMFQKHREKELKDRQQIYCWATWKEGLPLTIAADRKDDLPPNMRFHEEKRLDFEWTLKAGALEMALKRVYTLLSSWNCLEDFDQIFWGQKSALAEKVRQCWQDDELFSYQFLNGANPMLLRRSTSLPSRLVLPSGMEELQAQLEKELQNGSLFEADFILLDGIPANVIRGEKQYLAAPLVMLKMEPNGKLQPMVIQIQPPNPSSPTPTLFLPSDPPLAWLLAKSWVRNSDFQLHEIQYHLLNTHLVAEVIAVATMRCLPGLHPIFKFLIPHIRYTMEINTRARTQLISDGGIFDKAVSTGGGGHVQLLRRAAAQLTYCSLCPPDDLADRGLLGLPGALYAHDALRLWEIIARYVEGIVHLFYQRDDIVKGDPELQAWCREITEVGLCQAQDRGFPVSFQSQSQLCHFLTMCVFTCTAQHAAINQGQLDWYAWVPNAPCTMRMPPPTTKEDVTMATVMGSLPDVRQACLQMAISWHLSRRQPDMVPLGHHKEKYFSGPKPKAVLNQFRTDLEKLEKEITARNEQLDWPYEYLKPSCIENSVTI
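Purified human 12hLO at 150 nM in 25 mM Hepes, 0.01% Triton X-100, pH 7.0, preincubated 15 min at room temperature with compound. Reaction started with 40 uM arachidonic acid, 30 min at room temperature. Hydroperoxide measured by Fe-xylenol orange, 573/405 nm absorbance ratio.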
Active calls of the source: *; ? = inconclusive; [ ] = another dose, or the depositor's remark. % is set by controls: 0 for no effect and ±100 for the full control effect; potency is the fitted concentration of half-maximal effect. These rows are one share of the data. The share of hits here may be higher or lower than overall.

SMILES	12-LOX inh
CCOC(=O)c1cnc2c(C)cc(C)cc2c1Nc1cccc([N+](=O)[O-])c1	-1.0%
Cc1cc2c(-c3ccc(S(C)(=O)=O)cc3)nc(-c3c(C)noc3C)cc2[nH]1	?
Cc1nc(N2CC[C@@H](NC(=O)c3cnccn3)[C@H](O)C2)c2ccsc2n1	21.8%
Cc1nc2cnc(N3CCOCC3)nc2n(C[C@H]2CCCO2)c1=O	0.0%
Cc1cnc(-n2ncc(C(=O)N(C)C3CCOC3)c2-c2cccs2)nc1-c1ccc(F)cc1 (configuration not stated)	-2.3%
C#CCN(C)C(=O)C[C@@H]1c2nc(NC(=O)CCCCC)sc2C[C@@H]2[C@](C)(CO)[C@H](O)CC[C@]21C	-2.6%
Cc1cccc(-c2ccc(C(=O)NCCCn3ccnc3C(C)C)cn2)c1C	11.2%
CC(=O)C1=C(C)OC(=O)C1(NC(=O)c1ccccc1)C(F)(F)F (configuration not stated)	-21.2%
Cc1csc(C(C)N(C)C(=O)c2cc(NC(=O)C3CCC3)c3c(c2)nc(-c2ccncc2)n3C)n1 (configuration not stated)	-3.3%
CC1(C)[C@H](Cc2cc(CN3CCOCC3)on2)C[C@@H]1NCc1ccccc1O	-9.6%[176 µM]
Cc1c(C#N)c(NC(=O)CSc2nnnn2C)n(CC2CCCO2)c1C (configuration not stated)	-3.2%
CCOC(=O)/C(=C/c1ccc(OC)c(Br)c1)c1nccn1C	3.1%
Cc1cnc(CC2CCN(C(=O)Cc3cccc(F)c3)C2)n1C(C)C (configuration not stated)	28.4%
O=C1CCC(CCC(=O)N2CCN(c3ccccc3)C(=O)C2)(Cc2ccc(F)cc2)N1 (configuration not stated)	-1.9%
CCCOc1ccc(N)cc1OCCC	-20.4%
COc1cccc(-c2nc(N3CCOCC3)cc3c2CN(C)C3=O)c1	-6.3%[176 µM]
Cc1cc(C)c2cc(C(=O)OC(C)C(=O)N3CCCCCC3)[nH]c2c1 (configuration not stated)	35.7%[activator]
Cc1cc2nc3n(c(=O)c2n1CC(=O)Nc1cccc(Cl)c1)CCC3	?
Cc1noc(C)c1CC(=O)N1CC(c2noc(C3CCCN3C)n2)C1 (configuration not stated)	41.4%
CCS(=O)(=O)Nc1cccc(C2=NN(S(=O)(=O)c3ccc(F)cc3)C(c3ccccc3)C2)c1 (configuration not stated)	-11.1%
Cc1cc(NC(=O)c2ccco2)cc(-c2nc3cc(C(C)C)ccc3o2)c1O	13.2%
Cc1cn2nc(C(=O)NCc3ccc4c(c3)OCO4)cc2c(N2CCCC2)n1	18.8%
CN(Cc1ccccc1)C(=O)c1ccc2c(c1)NC(C)(CCCCN1CCOCC1)CO2 (configuration not stated)	5.8%[176 µM]
COc1ccc(-c2nnc3n2CCN(C(=O)c2ccccc2)C3)cc1	-3.5%

Among those listed so far, 9 have a carbonyl joined to an NH by a bond outside any ring.
SMILES	12-LOX inh
Cc1nc(N2CC[C@@H](NC(=O)c3cnccn3)[C@H](O)C2)c2ccsc2n1	21.8%
C#CCN(C)C(=O)C[C@@H]1c2nc(NC(=O)CCCCC)sc2C[C@@H]2[C@](C)(CO)[C@H](O)CC[C@]21C	-2.6%
Cc1cccc(-c2ccc(C(=O)NCCCn3ccnc3C(C)C)cn2)c1C	11.2%
CC(=O)C1=C(C)OC(=O)C1(NC(=O)c1ccccc1)C(F)(F)F (configuration not stated)	-21.2%
Cc1csc(C(C)N(C)C(=O)c2cc(NC(=O)C3CCC3)c3c(c2)nc(-c2ccncc2)n3C)n1 (configuration not stated)	-3.3%
Cc1c(C#N)c(NC(=O)CSc2nnnn2C)n(CC2CCCO2)c1C (configuration not stated)	-3.2%
Cc1cc2nc3n(c(=O)c2n1CC(=O)Nc1cccc(Cl)c1)CCC3	?
Cc1cc(NC(=O)c2ccco2)cc(-c2nc3cc(C(C)C)ccc3o2)c1O	13.2%
Cc1cn2nc(C(=O)NCc3ccc4c(c3)OCO4)cc2c(N2CCCC2)n1	18.8%

The results go on:
SMILES	12-LOX inh
CC(=O)N1N=C(c2cc(Cl)ccc2Cl)CC1c1ccc2nccnc2c1 (configuration not stated)	?
CCOC(=O)N1CCN(C(=O)C[C@H]2C[C@@]3(C(=O)OC)C(=C[C@H](C(C)(C)C)O[C@@H]3C)N(CCC3=CCCCC3)C2=O)CC1	-14.0%
Cc1sc2nc(C(C)N3CCC(C)CC3)[nH]c(=O)c2c1C (configuration not stated)	-2.5%
CCCCCC(=O)N/N=C/c1cccc(Cl)c1	?
N#Cc1c(N2CCN(C(=O)C(=O)NCC3CCCO3)CC2)nc(-c2ccccc2)c2c1CCCC2 (configuration not stated)	-10.3%
COc1ccc(C2(C(=O)N3C[C@@H](CO)[C@H](c4ccccn4)C3)CC2)cc1	28.0%
CCc1n[nH]c(CC2CCN(C(=O)c3ccc(OC)c(OC)c3)CC2)n1	41.7%[activator]
COc1ccc(CC(=O)N2CCC[C@H]2c2nc(-c3ccccc3Cl)no2)cc1OC	58.4%[activator]
CN(Cc1ccc2ncccc2c1)C(=O)c1ccc(C2CCNC2)cc1 (configuration not stated)	8.3%
CCOCCCNc1oc(/C=C/c2cccc(OC)c2)nc1C#N	?
N#Cc1ccc(OCCOc2ccc(C#N)cc2)cc1	-9.0%
COc1ccc(NC(=O)N2CCC3(CC2)SCC(=O)N3Cc2ccco2)c(OC)c1	11.7%
Cc1cc(C)cc(NC(=S)NCCO)c1	14.1µM*
CS(=O)(=O)N1CCc2ccc(C(=O)NCCN3CCc4ccccc4C3)cc21	51.7%[activator]
CN(C(=O)c1cc(C2CC2)[nH]n1)C1CCc2nn(CC3CC3)c(=O)n2CC1 (configuration not stated)	47.4%[activator]
Cn1cc(C(=O)N2CCCN(S(=O)(=O)c3ccccc3)CCC(=O)NCC2)cn1	15.8%
COc1ccc(C(=O)NC2CCCN(c3cc(-c4ccc(F)cc4)[nH]n3)C2)cc1F (configuration not stated)	-2.7%
COc1cccc(-c2noc(CC3CCN(C(=O)c4cccc(Cl)c4)CC3)n2)c1	9.9%
CC(C)N1CCOC(CC(=O)NCc2cc(N3CCOCC3)ncn2)C1 (configuration not stated)	5.4%
Cc1cc(C)c2c(C(=O)N3CCN(C)C4(CCN(C)CC4)C3)cc(C)nc2c1	64.1%[activator]
S=C(NNC(=S)NC1CCCCC1)NC1CCCCC1	-8.2%
COC(=O)c1c(OC)cc2c(c1C)Oc1c(Cl)c(O)c(Cl)c(C)c1C(=O)O2	7.1%
COc1cccc(CNC(=O)c2c(OC)cc(=O)n3c2CCN(C(=O)c2ccc(Cl)cc2)CC3)c1	0.4%
Cc1oc(-c2nc(C#N)c(NC(C)C)o2)cc1S(=O)(=O)N1CCOCC1	?
O=C(Nc1cccc(C(F)(F)F)c1)c1nc2c(o1)CCN(Cc1cccs1)CC2	-2.2%[176 µM]
CC(C)(C)C1CCN2CCC[C@](c3ccccc3)(C1)C2OCCCO (some centres not stated)	?
O=c1[nH]c(CN2CCN(Cc3cccs3)CC2)nc2scc(-c3ccc(F)cc3)c12	10.5%
Cc1ccc(C(=O)NC[C@@H]2CC[C@H]3C[C@@H]2C3(C)C)cc1	25.0%[176 µM]
CC(CC(=O)Nc1cccc(C(N)=O)c1)(C(=O)O)c1ccccc1 (configuration not stated)	2.0%
Cc1cc2c(cc1C)CSC(c1cc(Cl)ccc1O)SC2	12.6µM*
COc1cccc(CN2CCc3nn(Cc4ccccc4)c(=O)n3CC2)n1	38.5%[activator]
O=C([C@@H]1C[C@H](F)CN1S(=O)(=O)c1ccc(Cl)cc1)N1CCCCC1	33.3%
Cc1ccc(NC(=O)N2CCC(Cc3nncn3Cc3ccccc3)C2)cc1C (configuration not stated)	2.0%
Cc1ncnc(N2CCC(Oc3ccc4ccccc4c3)(C(=O)O)CC2)c1C	11.7%
S=C(NCc1cccc(Cl)c1)NCc1cccs1	?
O=C(CCn1ncc(=O)c2ccccc21)N1CCCC1c1ccc2c(c1)OCCO2 (configuration not stated)	4.4%
COc1ccc(-c2noc([C@@H]3CCCN3C(=O)CCc3ccccc3)n2)cc1OC	-0.1%
CCOc1cccc(CNC2CC2)c1	?
O=C(Cc1ccsc1)N1CC(Oc2ccccc2-c2nc(-c3ccccc3)no2)C1	6.4%
Cc1ccc(CN2C[C@@H](COc3ccncc3)[C@H](C(N)=O)C2)o1	29.0%
COC(=O)[C@@H]1Cc2c([nH]c3ccccc23)[C@H]2C[C@@H](NCCN3CCOCC3)C[C@@H](c3ccc(OC(F)(F)F)cc3)N21	-0.3%
O=C(CC1C=CCC1)NCc1cccs1 (configuration not stated)	8.5%
CCOc1ccc(CC(=O)N2CCC[C@H]2c2nc(-c3ccccc3)no2)cc1OCC	2.3%
CC1(NC(=O)C2CC2)CN(Cc2nc(-c3ccccc3OCc3ccccc3)cs2)C1	0.1%[176 µM]
CCC(CC)NC(=O)N(C)Cc1ccccc1	-3.2%
CCCCCn1nc(C(=O)Nc2ccc3oc(C)nc3c2)c2ccccc2c1=O	-20.2%
c1ccc(CCN(Cc2ccccc2)Cc2cccc(OCc3ccccc3)c2)cc1	?
O=C(c1ccnc(-c2nnc3ccc(Nc4ccccc4)nn23)c1)N1CCCCC1	-6.3%[176 µM]
OCC1CCCCC1CN1CCNCC1 (configuration not stated)	-8.7%
COc1ccc(C2CC(=O)C(c3ccc([N+](=O)[O-])cc3)=CN2Cc2ccccc2)cc1 (configuration not stated)	-0.2%
CC(=O)Nc1ccc(CN2CCC3(CC2)CC(=O)Nc2ccccc2O3)cc1	48.2%
Nc1ccc([N+](=O)[O-])cc1C(=O)O	-26.5%
COC(=O)c1cc(CNC(=O)c2cccc(C)c2)cc(NC(=O)c2ccncc2)c1	12.2%
CCOC(=O)C1=CCC(c2ccccc2)N(S(=O)(=O)c2ccc(C)cc2)[C@H]1CC (some centres not stated)	-7.2%
Cc1oc(-c2cccs2)nc1C(=O)NC(C)CN1CCOCC1 (configuration not stated)	7.5%
C[C@@H]1COc2cc(N3CCCC3)ccc2S(=O)(=O)N1	-4.5%
CNC(=O)C1CCN(C(=O)c2cc(COc3ccc4c(c3)OCO4)[nH]n2)C1 (configuration not stated)	26.1%
CN1CCCC1CNC(=O)c1cc2ccccc2s1 (configuration not stated)	21.0%
Cc1nnc2ccc(SCC(=O)Nc3c(F)cccc3F)nn12	30.8%
COCCOCC1(CNC(=O)c2cnccn2)C[C@@H](O)[C@@H](O)C1 (some centres not stated)	64.0%[activator][176 µM]

(further entries)
SMILES	12-LOX inh
COC[C@H]1C[C@@H](NS(=O)(=O)c2cccc(F)c2)[C@H](O)[C@@H]1O	-21.4%[176 µM]
C[N+](C)(C)CCOC(=O)CCC(=O)O	?
O=C(Nc1ccc2ccccc2c1)C1=C(c2ccccc2)S(=O)(=O)CCO1	?
CC(=O)Nc1ccc(NC(=O)COc2ccc3ccc(=O)oc3c2)cc1	10.1%
Cn1c(=O)c2c(nc(CN3CCN(Cc4ccccc4)CC3)n2CCc2ccccc2)n(C)c1=O	33.2%[activator]
COc1ccc(-c2onc(C)c2C(=O)NCCCCc2ccccc2)cc1	27.5%
Cc1ccc(-c2nc(-c3ccccc3Br)no2)cc1	5.1%
CC(OC(=O)c1csc(NCc2ccccc2)n1)C(=O)N1CCNC1=O (configuration not stated)	-2.5%
CC(=O)c1ccccc1NCC(=O)Nc1ccc(C#N)cc1	-55.4%
O=C(COc1ccc(F)cc1)NCCc1c[nH]c2ccccc12	0.3%
CN(C)C(=O)N(C)Cc1cccc(C(F)(F)F)c1	?
Cc1cccc(OCCSC(C)C(=O)NC(C)(C)C)c1 (configuration not stated)	3.7%

Among those listed so far, these have bromine.
SMILES	12-LOX inh
CCOC(=O)/C(=C/c1ccc(OC)c(Br)c1)c1nccn1C	3.1%
Cc1ccc(-c2nc(-c3ccccc3Br)no2)cc1	5.1%

Further entries:
SMILES	12-LOX inh
CCCNC(=O)CSc1nnc(C(=O)Nc2ccccc2)s1	-1.3%
CCOc1ccc(C2CCCN2Cc2coc(-c3ccc(OC)cc3)n2)cc1 (configuration not stated)	-53.7%
COc1ccc(-c2cc(C(=O)O)c3c(C(C)C)noc3n2)cc1OC	?
CCCN(CC1CCOC1)S(=O)(=O)c1ccc(OC)c(Cl)c1 (configuration not stated)	38.0%[activator]
CCN(CC)S(=O)(=O)c1ccc(NS(=O)(=O)c2cccc(C(=O)O)c2)cc1	?
COc1ccc(C(=O)NC2CCCCC2)cc1C	-1.6%
CN1C(=O)C(CC(=O)N2CCNCC2)(Cc2ccccc2)c2ccccc21 (configuration not stated)	8.2%
CC(C)CC(NC(N)=O)C(=O)Nc1ccc2c(c1)CCC2 (configuration not stated)	-7.3%
CC(C)NC(=O)N1CCC(N2C(=O)C3(CCCC3)C2c2ccccc2)CC1 (configuration not stated)	4.8%
O=C(CN1C(=O)NC2(CCOCC2)C1=O)Nc1ccc2c(c1)OCCO2	16.9%
CCOC1=C2CN(S(=O)(=O)c3ccc(C)cc3)C(c3ccc(C)cc3)CC2N(S(=O)(=O)c2ccc(C)cc2)C(c2ccccc2)C1 (configuration not stated)	8.1%
COCCNC(=O)Cn1cc(S(=O)(=O)Cc2ccc(C)cc2)c2ccccc21	4.3%
CN1Cc2cccn2CC1CNC(=O)c1ccccc1 (configuration not stated)	67.4%[activator]
CN(C)c1ccc(CN2CCCC3(C2)C(=NC2CCCCC2)NC(=O)N3c2cc(F)cc(F)c2)cc1 (configuration not stated)	-0.3%[6.33 µM]
CC(C)NC(=O)C[C@@H]1O[C@H](CNS(=O)(=O)c2ccccc2)[C@@H](O)[C@H]1O	?
O=C(O)COc1ccccc1CN1CCN(Cc2cccs2)CC1	-0.5%
Cc1ccc2oc(C(=O)Nc3nonc3-c3cccs3)c(C)c2c1	55.7%[activator]
C=CCNc1nnc(SCc2ncc(-c3ccccc3)o2)s1	-4.2%

Bioassay records deposited in PubChem BioAssay by National Center for Advancing Translational Sciences (NCATS).
